Assay outcomes (PubChem)
bCat nuc transl: alters nuclear translocation of beta-catenin in HeLa cells; 0.3% of 190,000 active; AID 1665; nuclear translocation activity, % at 5 µM; immunofluorescence imaging;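 active means nuclear translocation activity above 50% at 5 µM, with a well cell count of 50 or more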;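 further: per-cell ratio of nuclear to cytoplasmic median beta-catenin stain intensity; plate controls were DMSO negative control for no effect and GSK-3 inhibitor IX positive control for full effect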
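Signal – beta-catenin immunofluorescence imaging with DAPI · Test system – human HeLa cell line · Dosing – 5 µM primary single dose, 0.1% DMSO, 0.02–20 µM confirmation series · Measure – % activation, nuclear-to-cytoplasmic median beta-catenin signal ratio per cell · Incubation – 24 h compound exposure at 37°C, 5% CO2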
Autophagy HCS: modulators of autophagy; MEF GFP-LC3 puncta imaging; test concentration mostly 10 µM; calls only at 10 µM (by protocol); 0.98% of 190,000 active;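 active means percentage of spot-positive cells more than 3 SD above its plate mean, without a fluorescence outlier flag or 80% toxicity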;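 further: spot-positive cell cutoff set from DMSO-treated cells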
Yfh1-depleted yeast: mitochondrial function rescue without frataxin homolog – Friedreich's ataxia, plus single-dose screen, dose response (AID 1465). S. cerevisiae Yfh1-off respiration, WST-1 reduction, 72 h; higher fold induction means a stronger effect. 0.074% of 220,000 active. fold induction at 50 µM, or EC50 in µM where a hit was titrated;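 active means fold induction of absorbance versus untreated yeast above a set limit, then at least 30% activation at any dose in follow-up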;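 further: activators that raise dye reduction in frataxin-depleted yeast; strong numbers were not always called active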
M17LAP inhibition: P. falciparum M17LAP inhibitors, primary screen, biochemical, fluorogenic H-Leu-NHMec substrate, 1536-well (AID 1619); recombinant M17LAP, H-Leu-NHMec fluorogenic kinetic assay; higher % means a stronger effect; inhibition, % at 30 µM, or IC50 in µM where a hit was titrated; 0.38% of 220,000 active;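 active means compound inhibiting the enzyme by more than half at any dose during confirmatory dose-response retesting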;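 further: plate controls were full reaction with DMSO carrier for no effect and no enzyme background for full effect; strong numbers were not always called active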
Dynein cargo inh: blocks dynein driven cargo transport along microtubules | 0.47% of 220,000 active | z-score, hits read low | 3617.4 mouse cells, GR-EGFP nuclear translocation imaging; test concentration mostly 20 µM; stimulated with dexamethasone, 1 µM; active compounds read low;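 active means plate z-score of nuclear minus cytoplasmic receptor signal below a set negative limit, without overly bright fluorescence or cell loss, cut at about -3.5 in these data, passing the limit was not always enough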;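 further: z-score of nuclear minus cytoplasmic ring GR-EGFP intensity difference per well; some compounds called inactive have numbers as strong as hits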
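medium = tetracycline-free induction medium containing charcoal-stripped FBS | also added = 1.0 µM final dexamethasone stimulus | schedule = 48 h induction, 1 h compound, 30 min dex at 37 °C | technique = fixed, Hoechst-stained cells imaged at 10x for EGFP | measure = GR-EGFP nuclear translocation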
Ins promoter up: MIN6 insulin promoter up-regulation; MIN6 insulin promoter-GFP reporter, high-content imaging; active compounds read high; z-score at 5 µM; 0.3% of 190,000 active;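 active means z-score above 3 at 5 µM with at least 500 cells counted in the well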
MT stabilizer: microtubule stabilizers in HeLa cells; AID 2205; HeLa tubulin immunostaining HCS, 24 h; share of cells brighter than vehicle mean+2SD; 0.83% of 200,000 active; % tubulin-high responders, % at 10 µM;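 active means plate Z-score above 3 for both tubulin-high and condensed-nucleus cell shares, with cell loss under 80%, at 10 µM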;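 further: anti alpha tubulin signal scored within the nucleus-defined area of each cell; some results filed as inactive read as strong as hits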
HEK293 NOD2/NF-kB: NOD2 signaling inhibitors, cell-based, luminescence, uHTS, HEK293 (AID 1566); inhibition, % at 4 µM; hits with a dose series show EC50 in µM; HEK293 NOD2/NF-kB luciferase reporter, luminescence; higher % means a stronger effect; 0.63% of 290,000 active; in the data active means inhibition above about 50%; further: many of its hits are not listed in these tables
NOD1 inhibition: inhibition of NOD1-driven NF-kB reporter – cell-based, luminescence, uHTS, primary screen (AID 1578) | NOD1-driven NF-kB luciferase reporter cells, luminescence; higher % means a stronger effect | 1% of 290,000 active | inhibition, % at 4 µM, or EC50 in µM where a hit was titrated; in the data active means inhibition mostly above about 36%, no sharp cut-off; inactive means mostly below about 34%;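 further: HEK-293T reporter cells stimulated with the NOD1 agonist gamma-tri-DAP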
Dynein cargo inh cytoplasmic EGFP: also measured in Dynein cargo inh; calls as there; z-score; measured here: cytoplasmic GR-EGFP intensity; active compounds read high
Dynein cargo inh nuclear GR-EGFP: further read-out of Dynein cargo inh, marked with its call; z-score; measured here: nuclear GR-EGFP intensity;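 lower value marks the stronger effect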
Dynein cargo inh cell count: second read-out of Dynein cargo inh, no call of its own (marks repeat the call); z-score; measured here: cell count per field
Ins promoter up cell count: further read-out of Ins promoter up, marked with its call; cell count; measured here: cytotoxicity, nuclei count;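 total cells summed across four imaged fields per well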
bCat nuc transl cell count 5 µM: second read-out of bCat nuc transl, no call of its own (marks repeat the call); cell count; measured here: cell count, cytotoxicity flag
MT stabilizer Hoechst-high %: recorded beside MT stabilizer, whose call it bears; % Hoechst-high responders; measured here: nuclear condensation Hoechst responders;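 share of cells brighter than vehicle mean plus two SD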
MT stabilizer cytotoxicity %: further read-out of MT stabilizer, marked with its call; toxicity, %; measured here: cytotoxicity by cell density;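 0% = mean cell density of plate MIN control wells and 100% = no cells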
Autophagy HCS cell loss 18 h: recorded beside Autophagy HCS, whose call it bears; toxicity, %; measured here: cell loss, nuclei count;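 cell loss after 18 h compound exposure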
* marks the source's active call; other numbers are inactive results; i = inactive; · = not tested or not shown.

SMILES | bCat nuc transl | bCat nuc transl cell count 5 µM | Autophagy HCS | Autophagy HCS cell loss 18 h | Yfh1-depleted yeast | M17LAP inhibition | Dynein cargo inh | Dynein cargo inh cytoplasmic EGFP | Dynein cargo inh nuclear GR-EGFP | Dynein cargo inh cell count | Ins promoter up | Ins promoter up cell count | MT stabilizer | MT stabilizer Hoechst-high % | MT stabilizer cytotoxicity % | HEK293 NOD2/NF-kB | NOD1 inhibition
CCCCNC(=O)NS(=O)(=O)c1ccc(C(=O)OC(C)C)o1 | -0.6 | 1363 | i | -5 | i | 13% | -0.31 | -0.27 | 0.14 | -0.29 | 0.61 | 1582 | 4.9 | 2.5 | 8.7 | -1% | -9%
Cn1c(=O)c2c(nc(NCCc3ccccc3)n2Cc2ccccc2)n(C)c1=O | · | · | i | 8 | i | -3% | 0.57 | -0.16 | 0.58 | -0.88 | -0.36 | 1254 | 1.3 | 2.5 | 6.4 | 30% | 21%
N#C/C(=C\c1ccc2c(c1)OCCO2)C(=O)NC1CCCCC1 | 1.0 | 1055 | i | 8 | i | 9% | 0.11 | -0.2 | 0.16 | -0.8 | -0.19 | 1195 | 1.8 | 2.6 | 5.0 | -10% | 7%
O=C(Nc1ccccc1N1CCCC1)c1cccnc1Cl | · | · | i | -7 | i | 2% | -0.39 | 0.33 | -0.72 | 0.56 | · | · | 2.6 | 1.9 | 4.9 | -3% | 35%
CCCC(=O)Nc1ccc(N2CCN(C(=O)c3ccccc3C)CC2)cc1 | -0.5 | 1036 | i | 4 | i | 12% | 0.088 | -0.29 | 0.36 | 0.36 | -0.45 | 1273 | 3.5 | 3.3 | 2.9 | 3% | 2%
Cn1nnnc1SCCOc1ccc(C#N)cc1 | -0.3 | 1144 | i | 1 | i | 8% | -0.3 | -0.2 | 0.34 | 0.11 | -0.95 | 1018 | 3.5 | 1.0 | 7.5 | 2% | -22%
CC(C)C(=O)NC(=S)Nc1ccc(S(=O)(=O)Nc2ccccc2)cc1 | -1.2 | 545 | i | 20 | i | 3% | -0.24 | -0.26 | 0.023 | 0.83 | -0.11 | 1383 | 4.6 | 1.9 | 2.4 | 5% | 24%
CCOC(=O)C1=NN(c2ccc(Cl)cc2)/C(=C/C2=NCCc3cc(OC)c(OC)cc32)S1 | 0.7 | 1300 | · | · | i | -1% | -0.56 | -0.037 | -0.12 | 0.69 | 0.35 | 1377 | · | · | · | 5% | 8%
O=c1c2ccccc2ncn1-c1ccc(Cl)cc1Cl | -0.3 | 1388 | · | · | i | 6% | 1.9 | -0.2 | 0.98 | -1.1 | 0.57 | 1054 | · | · | · | 4% | -9%
CNC(=O)N(O)C1N(C)C(=O)N(Cc2ccccc2)C1(C)C (stereo not given) | 1.0 | 1220 | i | 6 | i | -7% | -0.22 | 0.0028 | 0.092 | -0.18 | 0.36 | 1275 | 3.6 | 3.1 | 2.9 | -10% | -20%
COc1ccc(C2CC(c3ccccc3OC(C)=O)=NN2C(C)=O)cc1 (stereo not given) | -0.2 | 1235 | · | · | i | -4% | 0.0013 | -0.16 | 0.45 | -0.16 | -0.71 | 974 | · | · | · | -9% | -4%
CC(C)(C)c1ccc(C2C3=C(CCCC3=O)NC3=C2C(=O)c2ccccc23)cc1 (stereo not given) | -0.3 | 1384 | i | -26 | i | -3% | -0.65 | -0.23 | 0.14 | 0.46 | -0.68 | 1741 | 2.5 | 1.7 | 2.9 | 20% | 20%
COCCN(C(=O)CNC(=O)c1ccco1)C(C(=O)NC1CCCCC1)c1cccc(OC)c1 (stereo not given) | 0.4 | 1084 | i | -6 | i | 17% | -1 | -0.25 | -0.26 | 0.84 | -0.62 | 1231 | 3.0 | 3.9 | 13 | 9% | -18%
Cc1cc(NS(=O)(=O)c2ccc(NC(=O)CCCC(=O)O)cc2)nc(C)n1 | 1.6 | 497 | i | -9 | i | 12% | -0.54 | -0.25 | 0.0072 | 2.5 | · | · | 2.4 | 0.3 | 34 | 11% | -16%
O=C(Nc1ccccc1)N1CCCN(c2c(Cl)cncc2Cl)CC1 | -0.9 | 1076 | · | · | i | -8% | 0.65 | -0.28 | 0.15 | 0.1 | -0.01 | 1386 | · | · | · | 20% | 0%
Cc1cc(C(=O)N2CC(C)CC(C)C2)n(-c2ccccc2)n1 (stereo not given) | 0.3 | 1103 | i | -7 | i | 8% | -1.9 | -0.19 | -0.68 | 0.35 | -1.4 | 1922 | 2.6 | 3.4 | 6.6 | -6% | -14%
COCCCNC(=O)CS(=O)(=O)Cc1nc(-c2cccc(OC)c2)oc1C | · | · | i | 9 | i | -5% | -0.17 | -0.22 | 0.24 | 0.4 | · | · | 4.9 | 1.3 | 9.7 | 14% | 23%
Oc1ccccc1C(=S)N1CCCCCC1 | 0.5 | 902 | i | 4 | i | -7% | 2.1 | -0.13 | 1.5 | -1.8 | 0.77 | 1197 | 3.2 | 1.7 | 7.3 | 2% | -10%
CC(C)Oc1ccc(Br)cc1/C=N\NC(N)=S | 0.9 | 540 | i | -12 | i | 5% | -0.45 | 0.44 | -0.44 | 0.56 | 0.11 | 1228 | 3.0 | 1.3 | 8.9 | -29% | -2%
Cc1ccc(Cn2cccc2C2=NC(C)CO2)cc1 (stereo not given) | · | · | i | -8 | i | 9% | -0.11 | -0.1 | -0.21 | 1.2 | 0.66 | 746 | 1.0 | 1.5 | 1.5 | -14% | -3%
COc1cc(CCC(=O)Nc2cccc(S(=O)(=O)N(C)C)c2)cc(OC)c1OC | -2.4 | 940 | i | -7 | i | 10% | -0.11 | -0.21 | 0.021 | 0.39 | -0.07 | 1274 | 2.7 | 1.3 | 1.2 | 9% | 13%
CCC(=O)Nc1ccc(OC)cc1OC | 0.1 | 1032 | i | 3 | i | -5% | 0.53 | 0.4 | 0.25 | 0.33 | 0.44 | 1873 | 4.0 | 2.3 | 5.0 | 10% | -11%
CCN(CC)S(=O)(=O)c1cccc(NC(=O)CN(C)Cc2cccc(OC)c2)c1 | 0.1 | 1322 | · | · | i | -11% | -0.31 | -0.24 | -0.041 | 0.95 | -0.71 | 1150 | · | · | · | 10% | -2%
CCCC[n+]1ccc(-c2nc3ccc([N+](=O)[O-])cc3[nH]2)cc1 | 0.7 | 967 | i | -14 | i | 19% | 0.56 | -0.15 | 0.013 | -0.7 | · | · | 5.2 | 2.6 | 12 | -5% | 19%
CCn1c2ccccc2c2cnc(N=CN(C)C)c(C#N)c21 | -1.3 | 1359 | i | 1 | i | -4% | -0.86 | -0.23 | -1.1 | 0.13 | -0.47 | 1560 | 1.8 | 1.6 | 9.4 | 39% | 42%

Single entries from above:
Dynein cargo inh with CCN(CC)S(=O)(=O)c1cccc(NC(=O)CN(C)Cc2cccc(OC)c2)c1 : -0.31
Ins promoter up cell count with O=C(Nc1ccccc1)N1CCCN(c2c(Cl)cncc2Cl)CC1 : 1386

Following part:
SMILES | bCat nuc transl | bCat nuc transl cell count 5 µM | Autophagy HCS | Autophagy HCS cell loss 18 h | Yfh1-depleted yeast | M17LAP inhibition | Dynein cargo inh | Dynein cargo inh cytoplasmic EGFP | Dynein cargo inh nuclear GR-EGFP | Dynein cargo inh cell count | Ins promoter up | Ins promoter up cell count | MT stabilizer | MT stabilizer Hoechst-high % | MT stabilizer cytotoxicity % | HEK293 NOD2/NF-kB | NOD1 inhibition
N#Cc1sc2nc(C3CC3)cc(-c3ccccc3)c2c1N | 2.2 | 1124 | i | -4 | i | 8% | -0.25 | -0.26 | -0.074 | 0.82 | -0.03 | 1557 | 2.2 | 2.4 | 0.5 | 20% | 6%
N#C/C(=C/c1ccc([N+](=O)[O-])cc1)C(N)=O | -0.2 | 1096 | i | -8 | i | 5% | -0.46 | -0.24 | -0.56 | 1.1 | -0.65 | 1265 | 3.9 | 2.3 | 7.6 | -1% | -25%
CCOC(=O)c1cccc(NC(=O)CSc2nnnn2CC)c1 | -2.5 | 1443 | i | 2 | i | 8% | 0.15 | -0.11 | -0.033 | 0.19 | -0.06 | 1491 | 2.9 | 1.1 | 5.4 | 10% | -26%
CCc1nc(SCC(=O)O)c(C#N)c2c1CCCC2 | -2.1 | 1111 | i | -6 | i | 27% | 0.61 | -0.22 | 0.42 | -0.59 | -0.02 | 1430 | 2.7 | 2.2 | 9.4 | 4% | -28%
O=C(NCc1ccccc1)c1onc(CSc2ccc(Cl)cc2)c1C(=O)NCc1ccccc1 | 0.2 | 1371 | · | · | i | 5% | -0.013 | -0.79 | 0.15 | -0.024 | -0.56 | 990 | · | · | · | 9% | 1%
COc1ccccc1C(=O)NNC(=O)c1nn(Cc2ccccc2)c(=O)c2ccccc12 | -1.0 | 988 | i | 5 | i | 1% | -0.67 | -0.23 | -0.41 | 0.34 | -1 | 1029 | 3.0 | 3.4 | 5.3 | 6% | -16%
COCCCNC(=S)NC(=O)c1ccc([N+](=O)[O-])cc1 | 0.9 | 980 | i | -10 | i | 7% | 0.14 | -0.32 | -0.13 | 0.38 | 0.36 | 1308 | 1.6 | 2.6 | 8.7 | -10% | -26%
O=S(=O)(Nc1ccc(-n2cccc2)cc1)c1ccc(F)cc1 | -2.6 | 1056 | i | 14 | i | 4% | 0.74 | 0.32 | 0.7 | -1.2 | -0.18 | 1159 | 5.6 | 2.1 | 7.7 | -12% | -1%
CSc1nc2c(c(=O)[nH]1)C(c1ccc(Br)cc1)CC(=O)N2 (stereo not given) | -1.8 | 1115 | i | -2 | i | 7% | -0.14 | -0.32 | -0.21 | -0.12 | 1.2 | 1137 | 6.3 | 1.0 | 4.8 | 12% | -7%

A portion of the library. The share of hits here may be higher or lower than overall.
